Bioassay records deposited in PubChem BioAssay by National Center for Advancing Translational Sciences (NCATS).
HT1080-NT tox = kills 2HG-producing HT-1080-NT fibrosarcoma cells; HT-1080-NT fibrosarcoma viability, CellTiter-Glo ATP luminescence, 48 h; Potency, µM (series often up to 46.1 µM), for the others: at the highest dose activity, negative = less viability, hits mostly cytotoxic; 360,000 tested, 1.6% active;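 also: NT is the 2HG producing partner of a matched IDH1 knockdown line; 0% = DMSO-treated cells and -100% = media-only wells without cells; nearly all actives have a fitted effect of over 55% in size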
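Viability of the 2HG-overproducing fibrosarcoma line after 48 hours of compound exposure at 37 degrees C was determined by luminescence with CellTiter-Glo, and concentration-effect curves were then fitted and categorized.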
KB-V1 MDR tox = kills drug-selected multidrug resistant KB-V1 cells | Potency, µM (titrated, usually from 46.1 µM), without a hit: at the top dose activity change, negative = cytotoxicity, actives largely listed as cytotoxic | KB-V1 MDR cells viability, CellTiter-Glo, 72 h | 400,000 tested, 3.4% active | AID 1347076; also: % is scaled to controls: 0 for no effect and ±100 for the full control effect; nearly all actives have a fitted effect of over 60% in size
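KB-V1, DMEM (no phenol red) + 10% FBS; cpd pin-transferred, titration series; 72 h, 37 degrees C; CellTiter-Glo, luminescence. Data normalized, curve-fit.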
KB-3-1 cytotox = kills parental KB-3-1 adenocarcinoma cells; Potency, µM (titrated, usually from 46.1 µM), without a hit: at the top dose activity change, negative = cytotoxic, usual class: cytotoxic; 400,000 tested, 1.4% active; KB-3-1 viability, CellTiter-Glo ATP luminescence, 72 h; also: % is scaled to controls: 0 for no effect and ±100 for the full control effect; nearly all actives have a fitted effect of over 60% in size
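KB-3-1 parental drug-naive adenocarcinoma cells in DMEM/10% FBS, incubated 72 h at 37 C with pin-transferred compounds across a concentration series. Viability by CellTiter-Glo luminescence; concentration-response curves fitted after normalization.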
GLP1R cytotox = cytotoxic in the GLP-1 receptor inverse agonist counter-screen. HEK293 cAMP-luciferase reporter cells, luminescence, 24 h. Potency, µM (doses to about 38.3 µM), inactives show at the top dose activity change, negative = inhibition, hits mostly inhibitors. 410,000 tested, 0.13% active;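 also: loss of luciferase light is scored as toxicity; % is scaled to controls: 0 for no effect and ±100 for the full control effect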
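Cells in DMEM/10% Nu serum/1% pen-strep, 1536-well format. Pre-incubated 12 h, dosed with 23 nL compound, incubated a further 24 h. Luciferase detection, 12 min at room temp, luminescence.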
GLP-1R inv ag = acts as inverse agonist at human GLP-1 receptor | AID 624417 | HEK293 GLP-1R CRE-luciferase, luminescence, 24 h; GLP-1R form is constitutively active | Potency, µM (top dose mostly 38.3 µM), without a hit: at the top dose activity change, negative = inhibition, hits mostly inhibitors | 410,000 tested, 1.6% active | P43220; also: % is scaled to controls: 0 for no effect and ±100 for the full control effect; nearly all actives have a fitted effect of over 55% in size
Target sequence (P43220 whole entry, looked up): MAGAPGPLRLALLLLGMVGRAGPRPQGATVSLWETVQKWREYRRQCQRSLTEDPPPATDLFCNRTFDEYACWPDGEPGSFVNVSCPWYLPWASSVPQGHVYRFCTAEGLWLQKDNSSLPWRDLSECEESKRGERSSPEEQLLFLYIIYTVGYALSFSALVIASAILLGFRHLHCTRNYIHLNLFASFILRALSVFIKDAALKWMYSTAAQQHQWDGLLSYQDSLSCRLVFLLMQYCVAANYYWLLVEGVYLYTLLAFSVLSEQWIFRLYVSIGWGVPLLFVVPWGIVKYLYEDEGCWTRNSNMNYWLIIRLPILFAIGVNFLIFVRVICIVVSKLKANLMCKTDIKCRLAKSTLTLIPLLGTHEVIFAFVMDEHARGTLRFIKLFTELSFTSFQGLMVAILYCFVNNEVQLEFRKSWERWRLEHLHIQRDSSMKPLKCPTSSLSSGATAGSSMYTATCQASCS
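Constitutively active GLP-1R drives a cAMP-responsive luciferase in stably transfected HEK293 cells; test compounds are added after overnight (12 h) attachment and left 24 hr, and signal loss in luminescence marks inhibition.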
HT1080 IDH1KD tx = kills HT-1080 cells with IDH1 knockdown; HT-1080 IDH1 knockdown viability, ATP luminescence, 48 h; Potency, µM (top dose mostly 46.1 µM), for inactives: at the top dose activity, negative = toxicity, actives largely listed as cytotoxic; 360,000 tested, 2% active; AID 686971;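 also: 0% = DMSO wells and -100% = cell-free medium wells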
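In this qHTS, HT-1080 cells depleted of IDH1 are exposed for 48 h at 37 °C to compound titrations. Toxicity is scored from CellTiter-Glo luminescence, with DMSO as full viability and medium alone as none.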
GLP-1R agonist = activates the human GLP-1 receptor; AID 624172; HEK293 GLP-1R CRE-luciferase, luminescence, 4-6 h; cells express a hypersensitive GLP-1R form; Potency, µM (highest dose often 45.6 µM), for the others: at the top dose activation, actives largely listed as activators; 380,000 tested, 0.007% active; also: % of control where 0% means no effect
SW480 rereplic = inducers of DNA re-replication in SW480 colon cancer cells. SW480 DNA re-replication, Hoechst DNA content imaging, 48 h. 340,000 tested, 1.8% active. Potency, µM (top dose mostly 46.1 µM), without a hit: at the highest dose re-replication activation, hits mostly activators; also: % of control where 0% means no effect; nearly all actives have a fitted effect of over 55% in size
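Per well, 250 cells were exposed to pinned compound for 48 hr. Nuclear DNA was visualised with Hoechst (40 min, 37 C) and total object intensity recorded by fluorescence scanning.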
TDP-43 yeast inh = TDP-43 toxicity inhibition in yeast | TDP-43 expressing yeast growth rescue, BacTiter-Glo, 24 h | Potency, µM (doses to about 46.1 µM), without a hit: at the highest dose growth rescue (activation), hits mostly activators | 410,000 tested, 1.8% active; also: % of control where 0% means no effect; nearly all actives have a fitted effect of over 50% in size
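Cell-based yeast growth screen: TDP-43 expression induced in galactose, inoculum OD600=0.02 after raffinose pregrowth to mid-log. Read-out BacTiter-Glo luminescence at 24 hr, 30 deg C; inhibition of toxicity seen as signal increase.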
* = called active by the depositor; u = inconclusive; x = not tested or not shown; & = joins results of further samples; [ ] = another dose, or the depositor's remark. Calls follow the shape of the dose curve; as a rule, active = well fitted curve in the direction sought with a large enough effect; inconclusive = small, poorly fitted or top-dose-only effect, or another doubt; inactive = no such curve, though single readings can be large; an effect the other way counts as inactive or inconclusive. Potency is read from the fitted curve at half-maximal effect. This is a random part of the collection. Share with any hit: about 9.4%.

SMILES | HT1080-NT tox | KB-V1 MDR tox | KB-3-1 cytotox | GLP1R cytotox | GLP-1R inv ag | HT1080 IDH1KD tx | GLP-1R agonist | SW480 rereplic | TDP-43 yeast inh
CCN1CCN(C(CCc2ccccc2)C(=O)NC2CCCCC2)CC1 (stereo not given) | -4% | 0% | 0% | 0% | 11% | 3% | 1% | x | 12%
CN1CCN(c2ccccc2NC(=O)c2cccc([N+](=O)[O-])c2)CC1 | -4% | 0% | 0% | -4% | 26% | 4% | 8% | -9% | 0%
CCN(C(=O)CSc1nnc(-c2ccc(F)cc2)n1C)C1CCS(=O)(=O)C1 (stereo not given) | 21% | -28% | -2% | -1% | 5% | 20% | 2% | -2% | -16%
COc1cc(C(=O)NCCOC(=O)c2cccc(N(C)C)c2)cc(OC)c1OC | -4% | -2% | 2% | -10% | 23% | -22% | 24% | -31%[inhibitor] | -5%
Cc1ccc(C(=O)c2sc(Nc3ccccc3F)c(S(=O)(=O)c3ccccc3)c2N)c(C)c1 | x | -39% | -22% | 10% | u | x | -7% | x | -13%
O=C(NCCN1CCOCC1)c1ccc(NC(=O)c2ccc(Br)o2)cc1 | 20% | 0% | u | -2% | 28% | 9% | 12% | x | 13%
COc1cc(OC)cc(C(=O)OCC(=O)NCCCc2ccccc2)c1 | 10% | 2% | -2% | -5% | -8% | 1% | 2% | 5% | -3%
O=C(Cc1ccc(F)cc1)N1CCC(CC2CC(c3ccc(Cl)cc3)=NO2)(C(=O)NCC2CCCCC2)CC1 (stereo not given) | -1% | 2% | u | 10% | u | -24% | -1% | 13% | 33%
Cc1ccc(C(=O)NCCCNC(=O)c2ccccc2F)cn1 | -2% | 24% | 2% | -1% | -8% | 1% | 3% | 0% | -2%
COc1ccc(CCNC(=O)COC(=O)C2CC2)cc1OC | 0% | x | x | 0% | 14% | -12% | 0% | -2% | -9%
Cc1onc(-c2ccccc2)c1C(=O)n1nnc2ccccc21 | 3% | 14% | 17% | -18% | -4% | 12% | -14% | -5% | -7%
COc1c(Br)cc2c(C)c(C(=O)N3CCOCC3)oc2c1Br | -16% | -15% | -6% | 18% | 10% | -22% | 12% | u | 19%
COc1ccc(NS(=O)(=O)c2cc(NC(=O)c3sccc3C)ccc2N2CCOCC2)cc1 | u | 9% | 7.3µM* | u | u | -5% | 21% | u | 17%
Cc1ccc(OCC(=O)OCC(=O)Nc2ccc3c(c2)OCO3)cc1C | 7% | -1% | 0% | 1% | 6% | 2% | -14% | -7% | -2%
COc1ccc(C(C(=O)NCC2CCCO2)N(C(=O)CNC(=O)c2ccco2)c2cc(C)cc(C)c2)cc1OC (stereo not given) | 10% | u | -3% | 1% | -1% | 21% | 9% | 10% | -10%
O=C(O)c1cc(-c2ccco2)nc2ccccc12 | 0% | u | 16% | -10% | 2% | 6% | -2% | 2% | 0%
O=C(NCC12CC3CC(CC(C3)C1)C2)c1nn2c(c1Cl)NC(c1ccco1)CC2C(F)(F)F (stereo not given) | -27% | -9% | 5% | -1% | 4µM* | u | -9% | -1%[9.22 µM] | 15%
CCn1cc(C(=O)N2CCN(c3ccc(C(C)=O)cc3)CC2)c2cc(OC)c(OC)cc2c1=O | -9% | 0%&-10% | 11%&0% | 2%&-2% | 19%&0% | 0% | 15%&14% | 3%[1.84 µM] | u
CC1C2C(c3ccccc3)N(C)C(=O)N(C)C2N(C)C(=O)N1C (stereo not given) | 26% | 20% | -10% | -1% | 4% | 20% | 2% | -1% | -22%
Cc1ccc(NC(=O)CN2CCc3cc4c(cc3C2)OCCCO4)cc1C | -7% | -9% | u | -10% | u | -1% | -1% | 2% | 0%
CCOc1ccc(Cl)cc1S(=O)(=O)N1CCC(C(=O)NCc2ccccn2)CC1 | 6% | -30% | -5% | 2% | -11% | 17% | 10% | -2% | -6%
CC(C)(C)n1nnnc1C(c1ccc(Cl)cc1)N1CCCc2ccccc21 (stereo not given) | 4% | u | -13% | 0% | -1% | 10% | -3% | -4% | 4%
Cc1ccc(C(=O)CN(C(=O)c2ccc(Cl)cc2)N2C(=O)c3ccccc3C2=O)cc1 | -2% | -8% | 4% | 4% | 0% | -3% | -12% | -4% | -19%
COC(=O)/C=C/CSC1=N/C(=C/c2ccc(-n3cncn3)cc2)C(=O)N1 | 26% | 7% | 30% | 6% | 17% | 22% | 7% | -3%[9.22 µM] | -4%
Nc1ncnc2c1ncn2[C@@H]1O[C@H](CNC(=O)[C@H](N)Cc2cscn2)[C@@H](O)[C@H]1O | 3% | 0% | 0% | 3% | 14% | -3% | -1% | u | 1%
COc1ccc(CCNC(=O)c2ccc3c(c2)CCN3S(=O)(=O)c2ccc(Cl)cc2)cc1 | x | u | -20% | 5% | u | x | x | x | 14%
Cn1cc(-c2cc3n(n2)CCC(=O)N3CCCC(=O)NCc2ccccc2Cl)c2ccccc21 | x | -3% | 4% | -13% | 1% | x | x | x | 9%
N#CCCN(C(=O)CSc1ccc2c(c1)OCCO2)c1ccccc1 | 4% | 3% | 22% | 6% | 4% | 0% | -2% | 0% | 22%
CC(C)(C)[C@H]1C=C(C(=O)N2CCN(Cc3ccc4c(c3)OCO4)CC2)O[C@@H](OCc2ccc(CO)cc2)C1 | -18% | -20% | -14% | 0% | u | -22% | 16% | -14% | 4%
Cc1ccc(NC(=O)c2ccc3c(c2)N(CC(=O)NC(C)C)C(=O)C(C)(C)O3)cc1 | 29% | 0% | 2% | 14% | 8% | 3% | 12% | 3% | -17%
CCNC(=S)NNC(=O)c1cc(C)on1 | -1% | -4% | 18% | 2% | -1% | 8% | 2% | -5% | -14%
NC(=O)c1ccc2c(=O)n3c(-c4cccs4)csc3nc2c1 | 4% | -3% | 15% | 1% | 37%[activator] | 12% | 2% | -9%[9.22 µM] | 11%
CCC(=O)c1ccc(OCC(=O)Nc2ccccc2N2CCCCC2)cc1 | 12% | 16% | -6% | u | 29% | -2% | 1% | 0% | 8%
CC(=O)NC1C(OC(=O)/C=C/c2ccccc2)OC(COC(C)=O)C(OC(C)=O)C1OC(C)=O (stereo not given) | 0% | 1% | -2% | -4% | 18% | 6% | 0% | u | 17%
CC1CCN(S(=O)(=O)c2ccc3c(c2)c(=O)c(C(=O)NC2CCCC2)cn3C)CC1 | -1% | u | -21% | 6% | 0% | -5% | -1% | 5% | 7%
Cc1ccc(C)c(Cn2c(C)c(CNCc3ccc(F)cc3)c(C(=O)O)c2C)c1 | x | 30% | 6% | -1% | -9% | x | x | x | 0%
CCOC(=O)c1cccc(NC(=O)CCS(=O)(=O)c2cccc3nsnc23)c1 | 1% | -7% | 20% | -22% | 14% | -2% | -6% | 0% | 4%
COC(=O)[C@H]1C[C@H]1[C@@H](NC(=O)c1cccnc1)c1ccccc1 | 3% | u | 11% | 1% | 14% | 8% | 9% | -7% | -11%
CC1CCc2[nH]nc(C(=O)O)c2C1 (stereo not given) | 2% | -9% | 2% | 8% | 8% | -1% | 1% | 0% | -8%
CCOc1ccc(NC(=O)COC(=O)CCS(=O)(=O)c2ccc(C)cc2)cc1 | -5% | -8% | 6% | -4% | 0% | -1% | 0% | 4% | 15%

Entries of single compounds, quoted from the list. Order of values: HT1080-NT tox, KB-V1 MDR tox, KB-3-1 cytotox, GLP1R cytotox, GLP-1R inv ag, HT1080 IDH1KD tx, GLP-1R agonist, SW480 rereplic, TDP-43 yeast inh
Nc1ncnc2c1ncn2[C@@H]1O[C@H](CNC(=O)[C@H](N)Cc2cscn2)[C@@H](O)[C@H]1O is entered as 3%, 0%, 0%, 3%, 14%, -3%, -1%, u, 1%
NC(=O)c1ccc2c(=O)n3c(-c4cccs4)csc3nc2c1 is entered as 4%, -3%, 15%, 1%, 37%[activator], 12%, 2%, -9%[9.22 µM], 11%

Continuation.
SMILES | HT1080-NT tox | KB-V1 MDR tox | KB-3-1 cytotox | GLP1R cytotox | GLP-1R inv ag | HT1080 IDH1KD tx | GLP-1R agonist | SW480 rereplic | TDP-43 yeast inh
S=c1[nH]nc(C2CCCCC2)n1/N=C/c1ccccc1 | 8% | -3% | 13% | u | -19% | 16% | 11% | -8% | u
CCCc1nc(NC(=O)c2ccccc2)nc(NC(=O)c2ccccc2)n1 | -3% | -3% | 21% | -7% | 5% | -23% | -5% | -1% | -2%
CCN(CC)CCNC(=O)CCc1nn(C)c(=O)c2ccccc12 | 1% | 1% | -1% | 1% | -3% | 7% | -10% | 0% | 7%
Cc1cc(C)n2nc3ccccc3c2n1 | 9% | 10% | 18% | 5% | -1% | -5% | 2% | 1% | 5%
Cc1ccc(-c2nc3cc(C(C)C)ccc3o2)cc1NC(=O)c1cc([N+](=O)[O-])ccc1N1CCOCC1 | x | -23% | -11% | 1% | -12% | x | 3% | x | 11%
COc1ccc(NS(=O)(=O)c2ccc3[nH]c4c(c3c2)CCCCC4)cc1 | x | -23% | 0% | 15% | u | x | x | x | 0%
CCCc1ccc2oc(C(=O)NCCc3nc(C(=O)OCC)cs3)c(C)c2c1 | -19% | -26% | -1% | 6% | u | -15% | 2% | -6% | u
COc1cc(S(=O)(=O)NCc2ccccc2)ccc1F | -3% | 19% | 6% | 8% | 5% | 0% | 1% | 2% | 17%
CCOC(=O)C(NC(C)=O)C(OC(C)=O)c1cccc(N(CCO)CCO)c1 (stereo not given) | 12% | u | 9% | 3% | 0% | 23% | 0% | 2% | 29%
CCc1nn(CC(=O)Nc2c(C)cc(C)cc2C)c(=O)c2cc3sccc3n12 | x | 18% | -3% | 2% | 1% | x | x | x | -5%
CCOc1cc(O)c(-c2[nH]ncc2-c2nc(C)cs2)cc1CC | -18% | -5% | u | u | u | -28% | 4% | u | 9%

Looked up above.
Entry for CCCc1ccc2oc(C(=O)NCCc3nc(C(=O)OCC)cs3)c(C)c2c1 in SW480 rereplic: -6%
Entry for CCc1nn(CC(=O)Nc2c(C)cc(C)cc2C)c(=O)c2cc3sccc3n12 in GLP1R cytotox: 2%
Entry for Cc1cc(C)n2nc3ccccc3c2n1 in KB-V1 MDR tox: 10%
Entry for CCOC(=O)C(NC(C)=O)C(OC(C)=O)c1cccc(N(CCO)CCO)c1 (stereo not given) in HT1080-NT tox: 12%
